CD11b adhes inh: inhibitors of CD11b/CD18 adhesion to fibrinogen, primary screen, K562 cells, luminescence; Integrin beta-2 (Homo sapiens) + Integrin alpha-M (Homo sapiens), P05107+P11215; ATPlite luminescence; Mn2+ added to activate the integrin; inhibition, % at 10 µM; actives 0.54% (n = 93,000);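 active means primary inhibition of 50% or more at 10 µM, then 40% or more on retest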; further: some results filed as inactive read as strong as hits
Target sequence (P05107 whole entry, looked up, other chains not shown): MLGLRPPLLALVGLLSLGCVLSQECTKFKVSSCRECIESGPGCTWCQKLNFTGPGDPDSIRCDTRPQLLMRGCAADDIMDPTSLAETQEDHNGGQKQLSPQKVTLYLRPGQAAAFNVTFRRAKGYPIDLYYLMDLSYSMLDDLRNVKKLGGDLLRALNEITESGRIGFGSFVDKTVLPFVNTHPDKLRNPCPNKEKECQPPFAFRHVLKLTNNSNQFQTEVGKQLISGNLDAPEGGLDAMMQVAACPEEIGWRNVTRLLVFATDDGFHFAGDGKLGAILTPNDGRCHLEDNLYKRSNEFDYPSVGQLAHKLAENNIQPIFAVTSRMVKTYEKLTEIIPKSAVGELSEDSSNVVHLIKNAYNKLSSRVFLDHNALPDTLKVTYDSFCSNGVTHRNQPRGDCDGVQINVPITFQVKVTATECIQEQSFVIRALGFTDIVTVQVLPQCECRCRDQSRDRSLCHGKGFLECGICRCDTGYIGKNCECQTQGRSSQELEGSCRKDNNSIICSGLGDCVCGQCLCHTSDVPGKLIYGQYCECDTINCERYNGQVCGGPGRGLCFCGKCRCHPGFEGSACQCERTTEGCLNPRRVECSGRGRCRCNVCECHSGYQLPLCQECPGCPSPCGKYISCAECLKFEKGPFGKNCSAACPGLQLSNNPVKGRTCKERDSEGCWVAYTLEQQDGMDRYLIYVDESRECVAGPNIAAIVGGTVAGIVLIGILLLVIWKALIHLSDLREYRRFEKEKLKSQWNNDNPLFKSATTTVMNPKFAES
The depositor's hits bear a star. The list is partial; rates above refer to the full screens.

SMILES | CD11b adhes inh
CCOC(=O)c1c(C)[nH]c(C(=O)COC(=O)CNC(=O)c2ccccc2Cl)c1C | 2
Cc1ccc2[nH]c(O)c(N=NC(=O)C3CC3c3ccccc3)c2c1Br (centres undefined) | -14
Nc1ccccc1Nc1cc(-c2ccccc2)nn1-c1cccc(Cl)c1 | 16
C=CCN=c1scc(-c2ccc(F)cc2)n1/N=C/c1ccccn1 | 1
COc1ccc(/C=N/NC(=O)CCCCCNC(=O)c2ccccc2)cc1 | 2
Oc1cccc2ccc[n+](CC(O)Cn3c4ccccc4c4ccccc43)c12 (centres undefined) | 30
CCOC(=O)c1[nH]c2ccc(OC)cc2c1NC(=S)N1CCN(c2cccc(Cl)c2)CC1 | 5
O=C(CSc1nnc(CCCN2C(=O)c3cccc4cccc(c34)C2=O)n1-c1ccccc1)N1CCCCC1 | 2
Cc1ccc(CN2CCN(/N=C\C(Br)=C\c3ccccc3)CC2)cc1 | 10
Cc1ccc(/C=C2/NC(=O)N(Cc3ccccc3F)C2=O)o1 | 7
Cc1ccc(/C=C(\C#N)C(=O)NCC2CCCO2)o1 (centres undefined) | -4
Cc1ccc(C)c(NC(=O)C(OC(=O)c2ccc(C)s2)c2ccccc2)c1 (centres undefined) | 17
Cc1cc[n+](-c2[nH]c(=O)sc2/C=N/NC(=O)c2ccccc2[O-])cc1C | -4
COc1ccc(/C=c2/sc3nc(-c4ccccc4)c(-c4ccccc4)n3c2=O)cc1 | 0
Cc1csc(=Nc2ccccc2)n1CCO | -4
Cc1cc(C)n2cc(CSc3nc4ccccc4s3)nc2n1 | 14
COc1ccccc1-c1nnc(SC(C(=O)c2c[nH]c3ccccc23)c2ccccc2)n1C (centres undefined) | 21
O=C(Nc1ccc2c(c1)CCC2)c1ccccc1 | 17
COC(=O)CNC(c1ccccc1)c1cc(Br)ccc1NC(=O)CCN1CCOCC1 (centres undefined) | 10
CN(CC(=O)Nc1ccc(F)c(F)c1F)C(=O)/C=C/c1ccc(Cl)cc1 | -1
O=C(CSc1nc2ccccc2[nH]1)Nc1nc(-c2cccc(Br)c2)cs1 | 77
CN(c1ccccc1)S(=O)(=O)c1cccc(NC(=O)Cn2cnc3c2c(=O)n(C)c(=O)n3C)c1 | 4
CCCCC1C2=C(CCCC2=O)OC2=C1C(=O)CCC2 | -17
CCCc1nc2c(c(=O)c3ccccc3n2C)c(=O)n1C1CCCCCC1 | -1
Cc1cc(NC(=S)NC(=O)C2CC2)ccc1Br | 5
SMILES | CD11b adhes inh
COc1cc(NC(=S)N2CCN(c3ccccn3)CC2)cc(OC)c1 | -24
O=[N+]([O-])c1ccc(N2CCN(S(=O)(=O)c3ccccc3[N+](=O)[O-])CC2)cc1N1CCc2ccccc2C1 | -7
CC(CC(=O)NCC1CCCO1)c1ccccc1 (centres undefined) | -4
O=C(/C=C/c1ccccc1)c1ccc2c3c(cccc13)CC2 | 21
CCOc1ccc(CN(CCC#N)C(=S)NC(=O)c2ccccc2)cc1 | -6
Cc1cc(C(=O)CSc2nc(N)cc(=O)[nH]2)c(C)n1-c1cccc(F)c1 | 5
Cc1cc(C)n(-c2cc(N3CCN(S(=O)(=O)c4ccc(Cl)cc4)CC3)ccc2[N+](=O)[O-])n1 | -2
Cc1ccc(C(=O)CC(=O)COc2ccc(Cl)cc2)cc1 | 63
O=C1N=C(N2CCN(c3ccccc3)CC2)SC1Cc1ccccc1 (centres undefined) | 22
O=C(CCCC(=O)OCC(Cl)=C(Cl)Cl)Nc1ccccc1F | 9
O=C(CSc1nc2ccc([N+](=O)[O-])cc2[nH]1)NC1CCCCCC1 | 102*
Cc1csc(N(C(=O)Cc2ccccc2F)c2ccccc2)n1 | -2
Cc1cccc(NC(=O)Cn2c([N+](=O)[O-])cnc2C)c1C | -2
CC1=CC(=O)C(C(C)C)=C/C1=N\OC(=O)c1cccc2nc(C)oc12 | -3
CCNc1nc(NCC)n2c(SC(C)C(=O)c3ccc(C)cc3)nnc2n1 (centres undefined) | 27
COC(=O)c1c(-c2ccccc2)csc1NC(=O)c1c(-c2ccccc2)noc1C | -5
COc1ccccc1OCCC(=O)OCC(=O)Nc1ccc(Br)cc1 | -13
CS(=O)(=O)N(Cc1ccccc1)c1ccc(C(=O)Nc2ccccc2Sc2ccccc2)cc1 | -3
O=C(Nc1ccc(Cl)c([N+](=O)[O-])c1)C(Sc1ccccc1)c1ccccc1 (centres undefined) | 99
CN(Cc1ccccc1)C(=S)NC(=O)c1ccc(-c2ccccc2)cc1 | 6
Cc1cc(N/N=C/c2ccc(Cl)cc2)nc(NCc2ccccc2)n1 | 76
O=C(CCn1c2c(c3ccccc31)CCCC2)NNC(=O)c1ccc([N+](=O)[O-])cc1 | 10
CCOC(=O)c1c(C)[nH]c(C(=O)COC(=O)CNC(=O)c2ccc(Br)cc2)c1C | 0
CC1CCC(NC(=O)c2ccc(/C=C3\Oc4ccccc4N(C)C3=O)cc2)CC1 (centres undefined) | 6
CCNc1nc(NCC)n2c(SCC(=O)N3CC4(C)CC3CC(C)(C)C4)nnc2n1 (centres undefined) | -3

Sorted by value in CD11b adhes inh (high to low): 6 of the compounds above
SMILES | CD11b adhes inh
O=C(/C=C/c1ccccc1)c1ccc2c3c(cccc13)CC2 | 21
Cc1ccc(CN2CCN(/N=C\C(Br)=C\c3ccccc3)CC2)cc1 | 10
CCOC(=O)c1[nH]c2ccc(OC)cc2c1NC(=S)N1CCN(c2cccc(Cl)c2)CC1 | 5
Cc1cc(C)n(-c2cc(N3CCN(S(=O)(=O)c4ccc(Cl)cc4)CC3)ccc2[N+](=O)[O-])n1 | -2
CS(=O)(=O)N(Cc1ccccc1)c1ccc(C(=O)Nc2ccccc2Sc2ccccc2)cc1 | -3
CCOc1ccc(CN(CCC#N)C(=S)NC(=O)c2ccccc2)cc1 | -6

Reprinted at random: six entries already listed
SMILES | CD11b adhes inh
Cc1ccc(/C=C(\C#N)C(=O)NCC2CCCO2)o1 (centres undefined) | -4
CN(c1ccccc1)S(=O)(=O)c1cccc(NC(=O)Cn2cnc3c2c(=O)n(C)c(=O)n3C)c1 | 4
CCOC(=O)c1c(C)[nH]c(C(=O)COC(=O)CNC(=O)c2ccc(Br)cc2)c1C | 0
Cc1csc(N(C(=O)Cc2ccccc2F)c2ccccc2)n1 | -2
CC1CCC(NC(=O)c2ccc(/C=C3\Oc4ccccc4N(C)C3=O)cc2)CC1 (centres undefined) | 6
CCCc1nc2c(c(=O)c3ccccc3n2C)c(=O)n1C1CCCCCC1 | -1

(next part)
SMILES | CD11b adhes inh
Cc1c(C(=O)NCCCc2ccccc2)cccc1[N+](=O)[O-] | 0
COc1cc(/C=N/Nc2ccccc2)ccc1OC(=O)c1cccs1 | 39
CCCCCCn1cnc2c(oc3nc4c(cc32)CCCC4)c1=O | 13
COc1ccc(CN(C)CC(=O)Nc2cc(OC)c([N+](=O)[O-])cc2C)c(OC)c1 | 18
Cc1ccc(-c2cn3cccnc3n2)cc1NC(=O)c1cccs1 | 20
CC(C)NC(=O)/C(C#N)=C/c1ccc2c(c1)OCCO2 | 4
Cc1ccc(-c2cc(N)on2)cc1 | -5
O=C(COc1cccc(Cl)c1)NNC(=S)Nc1ccccc1 | 2
O=C1C2C3c4ccccc4C(c4ccccc43)[C@@H]2C(=O)N1c1cccnc1 (some centres undefined) | -6
Cc1ccc2[nH]cc(CCCN3C(=O)c4ccccc4C3=O)c2c1 | 7
Cc1cc(C(=O)CSc2nnc(-c3ccc4c(c3)OCO4)o2)c(C)n1-c1ccc(F)cc1 | 99
CCN(CC)c1ccc([N+](=O)[O-])cc1C(=O)O | -4
CC(C)N1C/C(=C/c2ccsc2)C(=O)/C(=C/c2ccsc2)C1 | 1
Cc1ccc(Nc2ccc(S(=O)(=O)N3CCOCC3)cc2[N+](=O)[O-])cc1C | 36
CC1(C)Cc2c(c(-c3ccco3)nc3sc4c(NCC5CCCO5)ncnc4c23)CO1 (centres undefined) | -4
COc1ccc(-c2nc3c(c4nnc(SC(C)C(=O)Nc5ccccc5)n24)COC(C)(C)C3)cc1 (centres undefined) | -1
CCOc1ccc(C(=O)NCC(=O)OCC(=O)c2ccc3c(c2)-c2ccccc2C3)cc1 | -1
Cc1csc(NC(=O)/C=C/c2ccco2)n1 | 9
CNC(=S)N1N=C(c2ccc(C)cc2)CC1c1ccc(OC)c(OC)c1 (centres undefined) | 10
COC(=O)c1ccc(COc2cccc3c2CCN(Cc2cccc(C)c2)C3=O)o1 | 100
CCN1CCC2(CC1)N=C(c1ccc(F)cc1)C(=S)N2C(=O)c1ccc(C)cc1 | 8
CCC1(C)NC(=O)N(CC(=O)N2N=C(c3ccccc3)CC2c2ccc(OC)cc2)C1=O (centres undefined) | -4
O=C(NC(Cc1ccccc1)C(=O)O)/C(=C/c1ccc(F)cc1)NC(=O)c1ccccc1 (centres undefined) | 19
O=[N+]([O-])c1ccccc1S(=O)(=O)n1nnc2ccccc21 | -6
CC(CO)(CO)NCc1ccc(-c2ccccc2)cc1 | 0

Entries above that bear a hit mark in CD11b adhes inh.
SMILES | CD11b adhes inh
O=C(CSc1nc2ccc([N+](=O)[O-])cc2[nH]1)NC1CCCCCC1 | 102*

New compounds follow:
SMILES | CD11b adhes inh
C=CCCc1ccc(C#N)c(SCc2c(C(=O)OCC)c3cc(OC(C)=O)c(Br)cc3n2C)n1 | 13
Cc1ccc(S(=O)(=O)N(C)Cc2ccc(C(=O)NN=C3C4CC5CC(C4)CC3C5)cc2)cc1 | -4
O=C(NCCc1nc2ccccc2[nH]1)c1cc([N+](=O)[O-])cc([N+](=O)[O-])c1 | 7
CSc1cccc(NC(=O)CCCOc2ccccc2)c1 | 6
O=C(CSc1nn(-c2ccccc2)c(=S)s1)NC1CCS(=O)(=O)C1 (centres undefined) | -3
COc1ccc(-c2c(C#N)c(N)nc3sc(C(=O)c4ccccc4)c(N)c23)cc1 | -3
CSCC[C@H](NC(=O)c1ccc(Cl)c([N+](=O)[O-])c1)c1nc2ccccc2[nH]1 | 1
COc1ccc(C2=NN(CC(=O)NCc3ccco3)C(=O)CC2)cc1 | 22
COc1ccc(CNc2nc(-c3ccccc3)nn2C(=O)c2ccc([N+](=O)[O-])cc2)cc1 | -1
Cc1ccc(C2NC(c3ccc(C)cc3)C([N+](=O)[O-])C(C)(C)C2[N+](=O)[O-])cc1 (centres undefined) | -18
CC(=O)Nc1ccc(NC(=O)c2ccc(Cn3cc(Cl)cn3)cc2)cc1 | -24
CCC(=O)c1ccc(OCC(O)CNCc2ccc(F)cc2)cc1 (centres undefined) | -20
CC(C)(C)NCc1cc(Br)ccc1OCc1cccs1 | -20
Cc1cc(NC(=O)/C(C#N)=C/c2ccco2)n(-c2ccccc2)n1 | 7
CCOc1ccc(NS(=O)(=O)c2cc(NC(=O)c3ccc(C)cc3)ccc2Cl)cc1 | 21
Cc1ccc(-c2cc(C(=O)N(C)Cc3cnn(C)c3C)c3cc(Br)ccc3n2)cc1 | 7
CCSc1nnc(C)c(=O)n1COC(=O)c1ccc(S(=O)(=O)N2CCCC2)cc1 | 18
O=C(OCC(=O)N1CCc2ccccc2C1)c1cccc([N+](=O)[O-])c1 | 4
O=C(COC(=O)/C=C/c1ccc(OC(F)F)cc1)NCc1cccs1 | -1
COc1cccc(Nc2nnc(SCN3C(=O)c4ccccc4C3=O)s2)c1 | 3
CSc1ccc(/C=N/NC(=O)CNc2cccc3ccccc23)cc1 | 0
Cc1ccc(C)c2c1cc(C)c1nnc(SCC(=O)N3CCCc4ccccc43)n12 | 10
Cc1ccc2c3c(cccc13)-c1ccccc1C2=O | -10
CCC(CC)NC(=O)c1cc([N+](=O)[O-])ccc1N1CCOCC1 | 3
CC(C)(C)c1ccc(OCC(=O)N/N=C/c2ccsc2)cc1 | 22

5 of the compounds above, as comma-separated lines:
SMILES,CD11b adhes inh
Cc1ccc2c3c(cccc13)-c1ccccc1C2=O,-10
Cc1cc(NC(=O)/C(C#N)=C/c2ccco2)n(-c2ccccc2)n1,7
O=C(CSc1nn(-c2ccccc2)c(=S)s1)NC1CCS(=O)(=O)C1 (centres undefined),-3
CCC(=O)c1ccc(OCC(O)CNCc2ccc(F)cc2)cc1 (centres undefined),-20
CCSc1nnc(C)c(=O)n1COC(=O)c1ccc(S(=O)(=O)N2CCCC2)cc1,18

Next compounds:
SMILES | CD11b adhes inh
CN1C(=O)c2ccc(NC(=O)c3ccc(N4CCCCC4)c([N+](=O)[O-])c3)cc2C1=O | 50
CC(=O)Nc1ccc(S(=O)(=O)Nc2nc(-c3ccc(C(C)(C)C)cc3)cs2)cc1 | 1
COc1cccc(NC(=S)NN2C(C)CCCC2C)c1 (centres undefined) | -6
N#CNC(=Nc1ccc(F)cc1)SCc1ccccc1 | -1
O=[N+]([O-])c1ccc(N/N=C/c2cn(Cc3ccc(F)cc3)c3ccccc23)nc1 | 5
Cc1ccccc1Nc1nnc(SCC(=O)NC2CCCc3ccccc32)s1 (centres undefined) | 3
Cc1ccc(C(=O)CN(Cc2ccccc2)C2=NCCS2)cc1 | -9
Cc1c(C(=O)NNS(=O)(=O)c2ccccc2)sc(=S)n1C | 0
CC(=O)Nc1sc(N/N=C\c2ccco2)nc1-c1cccs1 | -6
CCCOc1ccc(C2NC(=S)NC(c3ccccc3)=C2C(=O)Nc2ccc(C)cc2)cc1OC (centres undefined) | 0
O=C(Cc1ccccc1)Nc1ccc(SC(F)F)cc1 | 11
COc1ccccc1N1CCN(C(=O)CSc2nnc3c4ccccc4nc(Cc4ccccc4)n23)CC1 | 4
COC(=O)c1c(NC(=O)CN(c2ccc(C)c(C)c2)S(C)(=O)=O)sc2c1CCCC2 | 16
CCOC(=O)c1sc2nc(C)cc(-c3ccccc3)c2c1N | 0
O=C(COC(=O)c1nc(-c2ccccc2)n(-c2cccc(C(F)(F)F)c2)n1)NCc1cccs1 | 12
COC(=O)CC1C(=O)NCCN1C(=S)NC(=O)C(c1ccccc1)c1ccccc1 (centres undefined) | -7
O=C(c1ccc([N+](=O)[O-])cc1)N1CCN(Cc2ccccc2)CC1 | -1

From PubChem
